Screens from PubChem BioAssay.
PTK2B oligo ant = antagonists of Pyk2 self-association, primary screen, Q293 cells, FERM NanoBiT luminescence, HTS | 99,000 tested, 0.83% active | hits give low values | z-score (the deposit names both 25 µM and 10 µM) | AID 1347419, 2020 | Protein-tyrosine kinase 2-beta (Homo sapiens), Q14289;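 active = Z-score of -3 or lower, scaled per plate to the spread of control and sample wells; inactive = z-score above -3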;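 also: negative z-score means lost luminescence so less FERM oligomerization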
Smad3 inh = Smad3/FoxH1 peptide binding inhibitors, primary screen, biochemical, TR-FRET; Mothers against decapentaplegic homolog 3 (Homo sapiens), P84022; TR-FRET Smad3/Dy647-FoxH1 peptide binding, europium anti-His; inhibition, % at 25 µM; 88,000 tested, 0.29% active;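 active = compounds that reduce the energy-transfer binding signal between the protein and its labelled peptide by more than half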;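 also: 0% = Smad3 plus labelled peptide maximal FRET and 100% = peptide-only background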
Target sequence (P84022 whole entry, looked up): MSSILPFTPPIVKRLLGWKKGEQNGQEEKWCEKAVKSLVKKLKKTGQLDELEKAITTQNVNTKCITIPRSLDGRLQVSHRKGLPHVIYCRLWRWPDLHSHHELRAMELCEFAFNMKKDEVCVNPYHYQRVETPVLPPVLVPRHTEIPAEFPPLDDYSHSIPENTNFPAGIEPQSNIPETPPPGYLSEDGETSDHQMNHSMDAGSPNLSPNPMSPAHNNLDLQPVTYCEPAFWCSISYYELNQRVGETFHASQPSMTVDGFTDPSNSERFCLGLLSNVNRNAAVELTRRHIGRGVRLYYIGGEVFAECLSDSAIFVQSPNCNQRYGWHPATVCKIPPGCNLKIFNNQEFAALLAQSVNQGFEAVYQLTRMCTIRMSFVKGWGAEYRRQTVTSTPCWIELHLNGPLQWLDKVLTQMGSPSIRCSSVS
HUVEC tox IL1B = cytotoxicity in IL-1B stimulated HUVEC, primary screen, cytotoxicity control for IL-1B NFkB translocation project, imaging, Hoechst nuclear count, IL-1B stimulus. HUVEC cell count loss. cell count reduction, % at 2 µM. 94,000 tested, 0.41% active. AID 845, 2007;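 active = cell count reduction more than 3 SD above the screen-wide mean, cut at about 70% in these data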;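 also: normalized per plate to untreated control cells as the no-loss baseline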
Fibroblast inh = antiproliferative effect on LL 47 fibroblasts – human, LL 47 cells, CellTiter-Glo luminescence, primary screen; LL 47 human lung fibroblast viability, ATP luminescence; hits give low values; viability, % at 10 µM; 85,000 tested, 1.1% active;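 active = viability at or below 50% in the single dose screen; inactive = viability above 50%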;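 also: compound exposure lasted 72 h before the ATP readout; 100% = median luminescence of untreated cell-only wells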
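Benchmarks: Cell-only wells, no compound | Test system: LL 47 human lung fibroblasts, passage 12 or lower | Input: 1,150 cells/well | Measured by: CellTiter-Glo luminescence measuring cellular ATP | Medium: IMEM, 15% FBS supplement | Schedule: Overnight attachment after seeding, then 72 h compound exposure at 37 °C | Doses: Compound addition at 0.1% DMSO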
H69AR growth 86K = proliferation blockers of H69AR lung cancer cells, primary screen, cell-based, human, 86K library. 85,000 tested, 6% active. H69AR lung tumor viability, ATP luminescence, 72 h; hits give low values. viability, % at 10 µM. AID 598, 2007;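 active = viability at or below 40%; inactive = viability above 40%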;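 also: multidrug resistant small cell line overexpressing MRP-1 efflux transporter; 100% = mean luminescence of untreated control wells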
HUVEC tox TNFa = cytotoxicity in TNFa-stimulated HUVEC, primary screen, cytotoxicity control for VCAM1 expression modulator project, imaging, Hoechst nuclei count; HUVEC TNFalpha-stimulated, Hoechst cell count; cell count reduction, % at 2 µM; 93,000 tested, 0.17% active; AID 848, 2007;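 active = cell count reduction exceeding the screen mean by over 5 SD, scaled to untreated wells per plate, cut at about 78% in these data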;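 also: cells counted after 24 h of TNF alpha exposure following the 1 h pretreatment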
F-actin modifier = modifiers of F-actin cytoskeleton organization, primary screen, imaging, HUVEC, phalloidin staining, high-content imaging | 91,000 tested, 0.18% active | inhibition, % at 2 µM | HUVEC TNFa F-actin phalloidin imaging;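 active = inhibition above the batch mean plus 3 SD and confirmed as a hit by visual image inspection, cut at about 30% in these data, passing the limit was not always enough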; also: strong numbers were not always called active
HUVEC inhibit = inhibitors of HUVEC proliferation, primary screen, cell-based, 384-well; CellTiter-Glo luminescence, 72 h; hits give low values; viability, % at 10 µM (by protocol); 86,000 tested, 1.1% active;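 active = viability at or below 30%; inactive = viability above 30%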;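 also: 100% = median luminescence of DMSO-only cell control wells on each plate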
VCAM1 TNFa inh = inhibitors of TNFa-induced VCAM1 expression, primary screen, imaging, HUVEC, TNFa stimulus, immunofluorescence. HUVEC TNFa-induced VCAM-1 immunofluorescence, high-content imaging. inhibition, % at 2 µM. 95,000 tested, 0.48% active;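 active = inhibition above the batch mean plus 3 SD, with images confirmed as a hit by eye, cut at about 37% in these data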;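 also: 0% = TNF-stimulated DMSO wells and 100% = unstimulated control wells; not every result past the cut was called active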
* hit, by the source's call; / = not tested or not shown; [ ] = remark or other dose. Not all compounds are listed. The share of hits here may be higher or lower than overall.

#1 Cc1ccccc1/C=C1\OC(=O)c2ccccc21
#2 O=S(=O)(NCC1CCCO1)c1ccc2ccccc2c1 (stereo not drawn)
#3 C=CCn1c(=S)[nH]c2ccccc2c1=O
#4 COc1ccccc1C(=O)N1C(CC(=O)Nc2cc(Cl)ccc2C)C(=O)NC2CCCCC21 (stereo not drawn)
#5 CC(C)OC(=O)CSc1nc2cc3c(cc2cc1C#N)OCO3
#6 CCC(C(=O)NCc1ccc(F)cc1)N(Cc1ccco1)C(=O)c1snc(C(N)=O)c1N (stereo not drawn)

Compound,1,2,3,4,5,6
PTK2B oligo ant,1.3,-0.23,0.58,-1.4,0.18,-0.27
Smad3 inh,/,3,5,-9,25[fluorescence artefact?],-2
HUVEC tox IL1B,-70,7,-13,10,-47,-20
Fibroblast inh,/,93,95,92,96,89
H69AR growth 86K,/,101,82,65,67,87
HUVEC tox TNFa,15,-14,6,-11,/,-18
F-actin modifier,-6,1,-8,-7,8,-1
HUVEC inhibit,/,88,85,78,98,97
VCAM1 TNFa inh,-10,4,-13,-6,-1,-10

Four compounds picked at random from the list so far, as already listed:
#5 CC(C)OC(=O)CSc1nc2cc3c(cc2cc1C#N)OCO3
#3 C=CCn1c(=S)[nH]c2ccccc2c1=O
#4 COc1ccccc1C(=O)N1C(CC(=O)Nc2cc(Cl)ccc2C)C(=O)NC2CCCCC21 (stereo not drawn)
#1 Cc1ccccc1/C=C1\OC(=O)c2ccccc21

Compound,5,3,4,1
PTK2B oligo ant,0.18,0.58,-1.4,1.3
Smad3 inh,25[fluorescence artefact?],5,-9,/
HUVEC tox IL1B,-47,-13,10,-70
Fibroblast inh,96,95,92,/
H69AR growth 86K,67,82,65,/
HUVEC tox TNFa,/,6,-11,15
F-actin modifier,8,-8,-7,-6
HUVEC inhibit,98,85,78,/
VCAM1 TNFa inh,-1,-13,-6,-10

The results go on.
#7 Cc1ccc(C(=O)N2c3ccc(F)cc3CCC2C)o1 (stereo not drawn)
#8 O=C(CCC(=O)NC1CCCCCCC1)Nc1nnc(C(F)(F)F)s1
#9 COc1ccc(CCNC(=O)CC2Oc3ccc(Cl)cc3NC2=O)cc1OC (stereo not drawn)
#10 CCN(C(=O)c1cn(C)c(=O)c2cc(OC)c(OC)cc12)c1cc(OC)ccc1OC
#11 Cc1ccsc1/C=N/Nc1ncc(Cl)cc1Cl
#12 CC(=O)C1=C(C)NC(C)=C(C(C)=O)C1c1cccs1

Compound,7,8,9,10,11,12
PTK2B oligo ant,-0.03,0.05,/,-0.31,0.4,0.39
Smad3 inh,-3,-5,-11,0,/,/
HUVEC tox IL1B,2,6,12,-29,-33,-10
Fibroblast inh,89,103,85,106,/,/
H69AR growth 86K,86,94,61,80,/,/
HUVEC tox TNFa,-6,-22,-19,-19,-23,/
F-actin modifier,7,9,-10,13,5,10
HUVEC inhibit,100,95,88,118,/,/
VCAM1 TNFa inh,4,-5,12,0,6,-57

#13 O=C(NCCc1csc(-c2cccnc2)n1)c1ccc(Br)o1
#14 Cc1ccc(-c2ccc(C(=O)O)[nH]2)cc1
#15 CN1CCN(S(=O)(=O)c2ccc(NC(=O)Nc3cccc(Cl)c3)cc2)CC1
#16 COC(=O)[C@@H](NC(=O)NCc1ccco1)C(C)C
#17 COCCN(CCOC)c1ncnc2c1cnn2-c1ccc(Cl)cc1
#18 Cn1c(SCC(=O)NCc2ccc3c(c2)OCO3)nnc1-c1cc2ccccc2cc1O

Compound,13,14,15,16,17,18
PTK2B oligo ant,/,1.2,0.14,-0.03,-0.63,-0.22
Smad3 inh,1,-8,0,2,3,-7
HUVEC tox IL1B,/,21,-17,-40,-20,6
Fibroblast inh,113,97,83,98,105,100
H69AR growth 86K,86,95,35*,91,/,91
HUVEC tox TNFa,/,21,-29,-22,-21,-12
F-actin modifier,/,-6,11,6,-9,-11
HUVEC inhibit,109,86,3.2*,98,95,95
VCAM1 TNFa inh,/,7,2,-3,-27,-3

#19 CCOc1ccc(CC(=O)Nc2c(C(N)=O)oc3ccc(Br)cc23)cc1OCC
#20 COc1ccc2[nH]c(C)c(CN3CCCCC3)c(=O)c2c1
#21 O=C(Oc1ccc(Br)cc1)C1CC(=O)N(c2ccc(F)cc2)C1 (stereo not drawn)
#22 Cc1ccc(CNCC2CCCO2)s1 (stereo not drawn)
#23 COc1ccccc1NC(=O)N1CCCC(c2nc3c(nnn3Cc3ccc(C)cc3)c(=O)[nH]2)C1 (stereo not drawn)
#24 CCc1c(C)sc(NC(=O)CSc2nc3c(c(C(F)(F)F)n2)CCc2ccccc2-3)c1C#N

Compound,19,20,21,22,23,24
PTK2B oligo ant,/,-1.1,0.26,-0.13,-1,1.2
Smad3 inh,-63,0,5,-5,8,/
HUVEC tox IL1B,-1,/,0,25,-13,-22
Fibroblast inh,92,99,93,96,91,/
H69AR growth 86K,37*,/,100,94,43,/
HUVEC tox TNFa,-15,/,6,-24,0,-4
F-actin modifier,1,/,6,12,0,-45
HUVEC inhibit,99,95,92,98,56,/
VCAM1 TNFa inh,0,/,22,17,-1,16

Overlap with the part before: three entries; new compounds follow.
#22 Cc1ccc(CNCC2CCCO2)s1 (stereo not drawn)
#23 COc1ccccc1NC(=O)N1CCCC(c2nc3c(nnn3Cc3ccc(C)cc3)c(=O)[nH]2)C1 (stereo not drawn)
#24 CCc1c(C)sc(NC(=O)CSc2nc3c(c(C(F)(F)F)n2)CCc2ccccc2-3)c1C#N
#25 CCn1c(C)nc2cc(C(=O)NNS(=O)(=O)c3ccc(C)cc3C)ccc21
#26 CCOC(=O)Cc1nnc(NC(=O)C(CC)Sc2nc(C)cc(C)n2)s1 (stereo not drawn)
#27 CCOc1ccccc1C(=O)Nc1cc(OC)ccc1OC
#28 Cc1cccc(NC(=O)CN(C)S(=O)(=O)c2cnc[nH]2)c1
#29 O=C1c2ccccc2C(Nc2ccccc2)N1c1ccc(Cl)cn1 (stereo not drawn)
#30 N/C(Cc1ccc([N+](=O)[O-])cc1)=N\OC(=O)COc1ccc2ccccc2c1

Compound,22,23,24,25,26,27,28,29,30
PTK2B oligo ant,-0.13,-1,1.2,0.11,/,-1.5,-0.72,/,0.15
Smad3 inh,-5,8,/,3,-2,/,10[fluorescence artefact?],-18,/
HUVEC tox IL1B,25,-13,-22,44,-3,-26,16,13,-71
Fibroblast inh,96,91,/,102,92,/,99,86,/
H69AR growth 86K,94,43,/,96,94,/,95,91,/
HUVEC tox TNFa,-24,0,-4,31,-15,-1,-11,11,26
F-actin modifier,12,0,-45,10,-19,-23,2,4,18
HUVEC inhibit,98,56,/,106,95,/,95,89,/
VCAM1 TNFa inh,17,-1,16,-3,2,-3,-13,10,27

#31 CCS(=O)(=O)CCSc1nc(C)cc(C)n1
#32 COc1cccc(C2=NOC(C(=O)NCc3cccs3)C2)c1 (stereo not drawn)
#33 Cc1ccc([N+](=O)[O-])cc1NC(=O)CN1CCCCC1
#34 COCCCNC(=O)C(=O)N/N=C/c1ccc(OCC(=O)Nc2cccc(Cl)c2C)c(OC)c1
#35 COc1ccc(C(=O)CSc2nnc(-c3cc4ccccc4cc3O)n2Cc2ccco2)cc1
#36 CCCCn1c(CNC(=O)C23CC4CC(CC(C4)C2)C3)nnc1SCC(=O)Nc1nnc(C)s1

Compound,31,32,33,34,35,36
PTK2B oligo ant,0.2,1.1,3.1,-0.09,-0.84,/
Smad3 inh,12,-4,/,/,0,7[fluorescence artefact?]
HUVEC tox IL1B,-14,20,-22,/,18,3
Fibroblast inh,94,94,/,/,105,102
H69AR growth 86K,88,41,/,/,76,59
HUVEC tox TNFa,-11,-22,-14,-6,7,-13
F-actin modifier,0,-5,-1,2,-4,-18
HUVEC inhibit,93,61,/,/,64,93
VCAM1 TNFa inh,-1,9,19,-10,-7,22

#37 N#Cc1nc(Cc2ccccc2)oc1N1CCC(Cc2ccccc2)CC1
#38 COc1cc(NC(=O)c2ccccc2)c(OC)cc1NC(=O)CN1CCN(c2ccccn2)CC1
#39 COc1ccccc1-c1nnc2n1N=C(C)CS2
#40 CCOC(=O)C1=C(CC)Nc2ccccc2N=C1NC(=O)Nc1ccccc1OC
#41 COc1cc(S(=O)(=O)N(Cc2ccc(C)cc2)Cc2ccco2)ccc1-n1cnnn1
#42 Cn1nnnc1SCCNCc1ccc(Cl)cc1

Compound,37,38,39,40,41,42
PTK2B oligo ant,0.73,0.51,0.02,-1.7,-0.42,-0.03
Smad3 inh,12[fluorescence artefact?],/,-2,/,0,-13
HUVEC tox IL1B,-10,1,9,-24,-7,-40
Fibroblast inh,97,/,95,/,109,98
H69AR growth 86K,95,/,/,/,102,89
HUVEC tox TNFa,15,-4,0,-8,-27,-25
F-actin modifier,-3,-8,44,8,-18,15
HUVEC inhibit,112,/,90,/,84,100
VCAM1 TNFa inh,5,2,-6,22,2,0

#43 CC(C)OC(=O)c1cccc(C(=O)O)n1
#44 COc1ccc(-n2c(SCC(N)=O)nnc2-c2ccc(NS(=O)(=O)c3ccc(C)cc3)cc2)cc1
#45 CCCc1nnc(NC(=O)CCN2C(=O)c3ccccc3C2=O)s1
#46 Cc1cc(NC(=O)c2ccc3c(c2)OCO3)no1
#47 CC12CC(NC(=O)N1c1cccc(C(=O)N3CCN(c4ccccc4F)CC3)c1)c1ccccc1O2 (stereo not drawn)
#48 Cc1cccc(C)c1NC(=O)CSc1nnc(-c2ccco2)n1N

Compound,43,44,45,46,47,48
PTK2B oligo ant,-0.13,-1.7,1.3,-0.85,-0.3,1.5
Smad3 inh,9,/,3,9[fluorescence artefact?],-12,-6
HUVEC tox IL1B,8,-9,-4,-20,2,-3
Fibroblast inh,102,/,102,98,95,106
H69AR growth 86K,101,/,89,95,87,101
HUVEC tox TNFa,15,-32,1,-6,/,-20
F-actin modifier,-13,-1,-1,-4,-3,2
HUVEC inhibit,89,/,72,90,85,106
VCAM1 TNFa inh,-8,3,-2,-4,8,-3

#49 Cc1ccsc1C1C2=C(CC(C)(C)CC2=O)Nc2ncnn21 (stereo not drawn)
#50 O=C(CCS(=O)(=O)c1ccc(Br)s1)NC1CCCC1
#51 Cc1cc(C(=O)N(C2CCCCC2)C2CCCCC2)no1
#52 CCOc1ccc(S(=O)(=O)Nc2ccc(S(=O)(=O)N3CCCC3)cc2)cc1
#53 Cc1sc(/N=C/c2ccccc2O)c(C#N)c1C

Compound,49,50,51,52,53
PTK2B oligo ant,/,0.5,0.91,-1.9,/
Smad3 inh,-7,-10,/,19,6
HUVEC tox IL1B,-1,-14,4,-56,2
Fibroblast inh,86,101,/,109,98
H69AR growth 86K,59,98,/,62,104
HUVEC tox TNFa,9,-5,-2,4,7
F-actin modifier,-12,/,44,-7,/
HUVEC inhibit,105,91,/,97,82
VCAM1 TNFa inh,-2,-6,-25,18,15
